# TAG inh = inhibitors of triacylglycerol accumulation, primary screen, cell-based, uHTS, fluorescence, H9c2; H9c2 cells, Nile Red lipid (TAG) fluorescence; cells loaded with 200 µM oleic acid; AID 651582, 2012; inhibition, % at 12.5 µM; 0.66% of 230,000 active;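 active = pattern-corrected inhibition of lipid staining of at least 50% with the nuclear-stain viability signal not falling by more than 50%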;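 note: 0% = DMSO wells and 100% = triacsin C control wells; some results filed as inactive read as strong as hits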
# TAG inh DAPI viability = also measured in TAG inh; calls as there; DAPI nuclei signal change (viability), lower = more cytotoxic, %;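 whole-well DAPI fluorescence read on a plate reader as a viability signal; minus 50 percent equals half of cells still viable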
# * = called active by the depositor. Only part of the results is shown (hit frequency here may not be typical).
> Cc1ccc(-n2c(N)cc(=O)nc2SCC(=O)N2CCN(c3ccccc3)CC2)cc1C
  TAG inh = 9	TAG inh DAPI viability = 3

> C#Cc1ccc([C@H]2C=C(C(=O)N3CCOCC3)O[C@@H](OCc3ccc(CO)cc3)C2)cc1
  TAG inh = 1	TAG inh DAPI viability = -3

> CCCCN(C)C(=O)c1ccc2c(c1)N(CC)C(=O)c1ccccc1S2(=O)=O
  TAG inh = -3	TAG inh DAPI viability = -5

> CCN1C(N(C)CCc2cccs2)=N[C@@H](c2ccccc2)C(C(=O)OC)=C1C
  TAG inh = -10	TAG inh DAPI viability = 6

> Cc1ccc(S(=O)(=O)N2CCN(C(=O)c3ccccn3)CC2)cc1
  TAG inh = -20	TAG inh DAPI viability = 12

> COc1ccc(-c2nnc(SC(C)C(=O)NNC(=O)c3ccc(C)cc3)o2)cc1 (stereo not given)
  TAG inh = -6	TAG inh DAPI viability = 7

> CCNS(=O)(=O)c1ccc(CCC(=O)N2CCCC2)cc1
  TAG inh = 5	TAG inh DAPI viability = -12

> Cc1sc(NC(=O)c2cccs2)c(C(=O)OC(C)C)c1C
  TAG inh = 2	TAG inh DAPI viability = 24

> CCCc1cc(N2CCN(c3ccccn3)CC2)n2nc(C)c(-c3ccccc3)c2n1
  TAG inh = 48	TAG inh DAPI viability = 18

> O=C(CCC(=O)N1CCCCC1)Nc1ccc(Cl)c(Cl)c1
  TAG inh = -4	TAG inh DAPI viability = -7

# Shown bar-delimited: six of the compounds above
structure | TAG inh | TAG inh DAPI viability
O=C(CCC(=O)N1CCCCC1)Nc1ccc(Cl)c(Cl)c1 | -4 | -7
CCNS(=O)(=O)c1ccc(CCC(=O)N2CCCC2)cc1 | 5 | -12
CCCCN(C)C(=O)c1ccc2c(c1)N(CC)C(=O)c1ccccc1S2(=O)=O | -3 | -5
CCCc1cc(N2CCN(c3ccccn3)CC2)n2nc(C)c(-c3ccccc3)c2n1 | 48 | 18
COc1ccc(-c2nnc(SC(C)C(=O)NNC(=O)c3ccc(C)cc3)o2)cc1 (stereo not given) | -6 | 7
Cc1ccc(S(=O)(=O)N2CCN(C(=O)c3ccccn3)CC2)cc1 | -20 | 12

# More records follow:
> COc1ccccc1CNC(=O)COC(=O)c1n[nH]c2ccccc12
  TAG inh = 18	TAG inh DAPI viability = 0

> CCCCn1c(N)c(N(CC)C(=O)C2CCCC2)c(=O)[nH]c1=O
  TAG inh = 9	TAG inh DAPI viability = -7

> CCCCNC(=O)C1(C)CCN1C(=O)c1cc(OC)ccc1Br (stereo not given)
  TAG inh = -12	TAG inh DAPI viability = 9

> CCOC(=O)CCC(NC(=O)c1ccc(Nc2nc3ccccc3nc2C(=O)OCC)cc1)C(=O)OCC (stereo not given)
  TAG inh = 7	TAG inh DAPI viability = 2

> CCOC(=O)C1CCCN(C(=O)c2ccc(OC)c(OC)c2)CC1 (stereo not given)
  TAG inh = -2	TAG inh DAPI viability = -2

> CCCCn1cnc2c([nH]c3cc(OC)ccc32)c1=O
  TAG inh = -6	TAG inh DAPI viability = 9

> O=C(COC(=O)c1ccccn1)Nc1ccccc1OC(F)F
  TAG inh = 10	TAG inh DAPI viability = -4

> CC(Oc1ccccc1)c1ccnc(N)n1 (stereo not given)
  TAG inh = 11	TAG inh DAPI viability = -1

> C=CCN(c1ccccc1)S(=O)(=O)c1cccc(C(=O)N2CCN(c3ncccn3)CC2)c1
  TAG inh = -21	TAG inh DAPI viability = 0

> CCN(C(=O)COC(=O)COc1ccc2c(C)cc(=O)oc2c1)C1CCS(=O)(=O)C1 (stereo not given)
  TAG inh = -3	TAG inh DAPI viability = 3

> Cc1ccc(NC(=O)CN2C(=O)NC3(CCCCC3C)C2=O)cc1S(=O)(=O)N1CCCCC1 (stereo not given)
  TAG inh = -5	TAG inh DAPI viability = -2

> CC(C)CC(NS(=O)(=O)c1cccc(C(=O)O)c1)C(=O)O (stereo not given)
  TAG inh = 15	TAG inh DAPI viability = -2

> COc1ccc(N2C(=O)C(Cl)=C(NCc3ccccc3)C2=O)cc1
  TAG inh = -4	TAG inh DAPI viability = 11

> COc1cc(/C=N/NC(=O)C(N)=O)ccc1OC(=O)c1cccs1
  TAG inh = -10	TAG inh DAPI viability = 9

> CN(CCc1ccccn1)C(=O)CCC1CCCN(C(=O)NC2CCCCC2)C1 (stereo not given)
  TAG inh = -40	TAG inh DAPI viability = 0

> C/C(=N\NC(=O)Cn1cc([N+](=O)[O-])cn1)c1ccco1
  TAG inh = 3	TAG inh DAPI viability = 0

> CCCN(C(=O)Cc1coc2cc(C)c(C)cc12)c1c(N)n(Cc2ccccc2)c(=O)[nH]c1=O
  TAG inh = 13	TAG inh DAPI viability = -8

> CCN(CC)C(=O)[C@H]1C[C@H](CC(=O)NCCCOC)C(=O)N2CCc3c([nH]c4cc(-c5ccco5)ccc34)[C@]12C
  TAG inh = 3	TAG inh DAPI viability = 8

> Cc1ccc(NC(=O)CSCC(=O)N(C)CC(=O)Nc2c(C)cccc2C)cc1
  TAG inh = 7	TAG inh DAPI viability = -20

> Cc1ccc(NC(=S)NCc2cccs2)c(C)c1
  TAG inh = -6	TAG inh DAPI viability = -13

# Whole records as entered above. Order of values: TAG inh, TAG inh DAPI viability
# COc1cc(/C=N/NC(=O)C(N)=O)ccc1OC(=O)c1cccs1 reads -10, 9
# CN(CCc1ccccn1)C(=O)CCC1CCCN(C(=O)NC2CCCCC2)C1 (stereo not given) reads -40, 0

# Next entries follow.
> C/C(CC(=O)NCc1ccccc1)=N\NC(N)=S
  TAG inh = -17	TAG inh DAPI viability = -8

> COc1c(C)cc(C(=O)C2CCCN(S(=O)(=O)N(C)C)C2)cc1C (stereo not given)
  TAG inh = -8	TAG inh DAPI viability = 4

> CC(C)(C)c1ccc(C(=O)c2c[nH]c(C(=O)NCc3ccco3)c2)cc1
  TAG inh = 23	TAG inh DAPI viability = -5

> N/C(=N/OC(=O)c1cccc([N+](=O)[O-])c1)c1cccc([N+](=O)[O-])c1
  TAG inh = -5	TAG inh DAPI viability = 6

> CCCCc1ccc(NC(=O)CSc2nc(=O)n(CCCN3CCOCC3)c3c2CCC3)cc1
  TAG inh = -22	TAG inh DAPI viability = -2

> C=C[C@@H]1c2ccccc2N(S(=O)(=O)c2ccc(C)cc2)[C@H](c2ccc(C(F)(F)F)cc2)C1(C#N)C#N
  TAG inh = -32	TAG inh DAPI viability = -8

> Cc1cc(NS(=O)(=O)c2ccc(NS(=O)(=O)c3ccc(CC(C)C)cc3)cc2)nc(C)n1
  TAG inh = 7	TAG inh DAPI viability = -4

> COc1cc(C(=O)OCC(=O)Nc2c(F)cccc2F)cc(OC)c1C
  TAG inh = 7	TAG inh DAPI viability = -6

> CCOc1ccc(S(=O)(=O)N2CCOCC2)cc1NC(=O)CCN1C(=O)NC2(CCCC2)C1=O
  TAG inh = -2	TAG inh DAPI viability = 3

> CCOc1ccc(NC(=O)N(O)C2(C#N)CCCCC2)cc1
  TAG inh = -6	TAG inh DAPI viability = -5

> CC(C)(C)NNC(=S)Nc1cccc(F)c1
  TAG inh = -10	TAG inh DAPI viability = 0

> COc1ccc(S(=O)(=O)N2CC(C)OC(C)C2)cc1C(=O)N1CCCCC1 (stereo not given)
  TAG inh = 13	TAG inh DAPI viability = -11

> COc1cc(/C=C(/C#N)C(=O)NCCCc2ccccc2)ccc1OCC(=O)O
  TAG inh = 9	TAG inh DAPI viability = -7

> C[C@@H]1CN([C@@H](C)CO)C(=O)c2c(c3ccccc3n2C)-c2ccccc2CO[C@H]1CN(C)C(=O)[C@H](Cc1ccccc1)N(C)C
  TAG inh = 11	TAG inh DAPI viability = 5

> Cc1ccccc1C(=O)Nc1cccc(NC(=S)NC(=O)c2cccs2)c1
  TAG inh = -3	TAG inh DAPI viability = -1

> Oc1ccccc1N=N/C(=N/Nc1ccccc1O)c1ccccc1
  TAG inh = 3	TAG inh DAPI viability = 0

> CCOc1ccc(OCCC(=O)OCC(=O)Nc2cc(S(=O)(=O)N3CCOCC3)ccc2C)cc1
  TAG inh = -5	TAG inh DAPI viability = -4

> COc1cc(C(=O)O)nc2ccc([N+](=O)[O-])cc12
  TAG inh = 5	TAG inh DAPI viability = -5

> OC(c1ccc(F)cc1)c1nc(-c2ccncc2)cs1 (stereo not given)
  TAG inh = -35	TAG inh DAPI viability = -2

> CCOC(=O)c1csc(NC(=O)c2cc(=O)c3ccccc3o2)n1
  TAG inh = -20	TAG inh DAPI viability = 13

> CCOC(=O)c1[nH]c2ccccc2c1NC(=O)C1CCCC1
  TAG inh = -4	TAG inh DAPI viability = 2

> CCc1ccc(-n2c(SCC(=O)c3ccc4c(c3)NC(=O)CO4)nc3ccccc3c2=O)cc1
  TAG inh = 38	TAG inh DAPI viability = -30

> Cc1ccc(-c2cc3nc(-c4ccccc4)cc(NCCCO)n3n2)cc1
  TAG inh = 46	TAG inh DAPI viability = 144

> CC(=O)Nc1ccc(S(=O)(=O)N2CCN(C(C)CCc3ccccc3)CC2)cc1 (stereo not given)
  TAG inh = -14	TAG inh DAPI viability = 0

> CN(Cc1ccccc1)C(=O)c1[nH]cnc1C(=O)NC1CCN(C(=O)OC(C)(C)C)CC1
  TAG inh = -11	TAG inh DAPI viability = 7

> Cc1cc(=O)oc2cc(NC(=O)C(C)Oc3ccc(F)cc3)ccc12 (stereo not given)
  TAG inh = 5	TAG inh DAPI viability = 2

> CC1CCCC(NC(=O)c2ccc3c(c2)OCO3)C1C (stereo not given)
  TAG inh = -5	TAG inh DAPI viability = 5

> COc1ccc(N2CCN(C(=O)c3ccccc3F)CC2)c([N+](=O)[O-])c1
  TAG inh = 2	TAG inh DAPI viability = -6

> CC1(C)C(=O)NCCN1C(=O)c1ccc2nc(Cc3ccccc3F)oc2c1
  TAG inh = 0	TAG inh DAPI viability = -2

> Cc1cccc(Cn2nc(C)c(NC(=O)c3ccc(F)cc3)c2C)c1
  TAG inh = -5	TAG inh DAPI viability = -2

> O=[N+]([O-])c1cccnc1Oc1cccnc1
  TAG inh = -6	TAG inh DAPI viability = 1

> O=C(NCCOc1ccccc1)C1CCCN1C(=O)c1cccs1 (stereo not given)
  TAG inh = -17	TAG inh DAPI viability = 2

> Cc1ccc(-n2nc(C)cc2NC(=O)CC#N)cc1
  TAG inh = 14	TAG inh DAPI viability = 5

> CCOc1ccc(S(=O)(=O)Nc2cc(OC)c(OC)cc2C(=O)O)cc1
  TAG inh = 3	TAG inh DAPI viability = 6

> O=C(CNC(=O)OCc1ccccc1)NC(Cc1cnc[nH]1)C(=O)O (stereo not given)
  TAG inh = -1	TAG inh DAPI viability = 1

> O=C(CCc1nnc(CCC2CCCCC2)o1)NCCn1cccn1
  TAG inh = 11	TAG inh DAPI viability = -9

> Cc1ccc(Nc2cc(C)nc(N3CCOCC3)n2)cc1
  TAG inh = 17	TAG inh DAPI viability = -11

> COc1ccc(CCNC(=O)c2cc3c(C)nccc3[nH]c2=O)cc1OC
  TAG inh = -2	TAG inh DAPI viability = 0

# High-throughput results: PubChem BioAssay, Sanford-Burnham Center for Chemical Genomics
